# D2 PAM – positively modulates the human D2 dopamine receptor allosterically. P14416. 340,000 tested, 0.34% active. potentiation, % at 10 µM. HEK293 T-REx D2, calcium flux, EC20 dopamine potentiation;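 active = potentiation over 3 SD above the plate norm, cut at about 30% in these data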; note: 0% is about no effect
#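 Potentiation of an EC20 dopamine calcium response is measured in a force-coupled, tetracycline-inducible Hek293 Trex D2 line. Compound-only kinetic reads over 180 s flag agonists before dopamine addition.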
# D2 agonist – activates the human D2 dopamine receptor | HEK293 T-REx D2 cells, calcium flux agonist mode | activation, % at 2 µM | 340,000 tested, 0.53% active | AID 485358 | P14416;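 active = activation over 3 SD above normal in the single-dose calcium agonist read, cut at about 30% in these data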; note: 0% is about no effect
#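 Tetracycline-induced HEK293 T-REx cells with force-coupled D2 receptor, plated overnight at 30 C, loaded with no-wash calcium dye. After a 10 s baseline, compound was pin-added and calcium flux read kinetically for 180 s; calcium rises flagged agonists.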
# D1 antagonist – blocks dopamine activation of the human D1 receptor; 360,000 tested, 3.2% active; AID 504652; activity change, negative = inhibition, % at 10 µM; P21728; HEK293 TREx D1 cells, calcium flux, dopamine EC80; active compounds read low; in the data active = activity change below about -30%; note: % is set by controls: 0 for no effect and ±100 for the full control effect
# Target sequence (P21728 whole entry, looked up): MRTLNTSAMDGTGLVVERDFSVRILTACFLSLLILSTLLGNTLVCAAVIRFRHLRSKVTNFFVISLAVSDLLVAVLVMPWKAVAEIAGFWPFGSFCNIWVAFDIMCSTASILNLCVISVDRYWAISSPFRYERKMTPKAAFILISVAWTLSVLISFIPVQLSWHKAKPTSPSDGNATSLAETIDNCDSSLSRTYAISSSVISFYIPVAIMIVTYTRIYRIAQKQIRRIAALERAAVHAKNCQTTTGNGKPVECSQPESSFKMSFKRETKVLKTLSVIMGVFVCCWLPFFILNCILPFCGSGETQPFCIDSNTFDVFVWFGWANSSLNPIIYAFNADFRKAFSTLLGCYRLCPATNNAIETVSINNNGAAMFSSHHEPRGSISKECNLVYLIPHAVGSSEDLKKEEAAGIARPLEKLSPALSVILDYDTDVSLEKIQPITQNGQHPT
#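 Compound effects on dopamine-evoked calcium signalling were measured in tetracycline-induced HEK293 Trex D1 cells. Dopamine at EC80 followed a 180 s compound pre-read, and fluorescence was tracked kinetically for 180 s more.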
# D1 agonist – activates the human D1 dopamine receptor; activation, % at 2 µM; 360,000 tested, 1% active; HEK293 T-REx D1 cells, calcium flux, agonist mode; note: 0% is about no effect
#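 Tetracycline-induced HEK293 TREx D1 cells, force-coupled to calcium signalling, were dye-loaded with a no-wash calcium kit. Compound was pin-added after a 10 s baseline. Fluorescence was read kinetically at 1 cycle/s for 180 s, with calcium rises flagged as agonism.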
# D2 antag – antagonizes the human D2 dopamine receptor. P14416. HEK293 TREx D2 cells, calcium flux, dopamine EC80. inhibition, % at 10 µM. 340,000 tested, 2% active. AID 485344; in the data active = inhibition above about 30%; note: 0% is about no effect
#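 Antagonism is scored as inhibition of an EC80 dopamine-evoked calcium signal in a force-coupled, tetracycline-inducible HEK293 T-REx D2 line, with compound present 180 s before agonist.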
# TRHR enhancer – allosteric enhancers of human TRH receptor | P34981 | TRHR cells, fluo-8 calcium fluorescence, EC20 TRH enhancement | enhancement, % at 2 µM | 360,000 tested, 0.66% active; in the data active = enhancement above about 30%; note: 0% is about no effect
# Target sequence (P34981 whole entry, looked up): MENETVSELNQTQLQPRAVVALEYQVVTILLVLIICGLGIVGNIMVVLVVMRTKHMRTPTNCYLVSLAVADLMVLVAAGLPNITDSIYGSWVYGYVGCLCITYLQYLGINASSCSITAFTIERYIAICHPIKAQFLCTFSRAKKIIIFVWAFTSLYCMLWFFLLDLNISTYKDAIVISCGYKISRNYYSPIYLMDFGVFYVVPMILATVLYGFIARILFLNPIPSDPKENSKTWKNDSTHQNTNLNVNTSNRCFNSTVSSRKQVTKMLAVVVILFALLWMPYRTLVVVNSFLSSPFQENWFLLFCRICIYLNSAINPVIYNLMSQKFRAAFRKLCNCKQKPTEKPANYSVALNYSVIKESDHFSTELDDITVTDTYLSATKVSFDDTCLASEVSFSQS
#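 Enhancer read-out: after compound pinning and an initial kinetic agonist-mode read, an EC20 of TRH (10 nM final) was injected and fluo-8 calcium signal (Ex 480/Em 530) followed at 1 s/cycle for 100 cycles in TRHR-expressing cells.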
# D1 PAM – human D1 dopamine receptor positive modulation; AID 504651; 360,000 tested, 0.036% active; P21728; HEK293 TREx D1 cells, calcium flux, dopamine EC20 potentiation; potentiation, % at 10 µM; in the data active = potentiation above about 30%; note: 0% is about no effect
# TRHR agonist – TRH receptor (human) agonism. P34981. TRHR cells, calcium flux fluo-8, FDSS agonist mode. activation, % at 2 µM. 360,000 tested, 0.18% active; note: 0% is about no effect
#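 TRHR-expressing cells loaded with fluo-8 calcium dye; 23 nL library compound pin-transferred, kinetic FDSS fluorescence (Ex 480/Em 530) recorded about 180 s for agonist-induced calcium release, before a 10 nM TRH EC20 addition for potentiator mode.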
# RXFP1 antagonist – RXFP1 (human) relaxin receptor antagonism. activity change, negative = inhibition, % at 57.5 µM. HEK293-RXFP1, relaxin-stimulated cAMP HTRF, 30 min; active compounds read low. AID 1259400. 350,000 tested, 0.59% active. Q9HBX9;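 active = activity change of -60% or lower, but not beyond a set lower limit; inconclusive = change between -60% and -40%, or beyond the set limit; inactive = change above -40%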; note: % is set by controls: 0 for no effect and ±100 for the full control effect
# * hit, by the source's call; ? = inconclusive; nt = not tested or not shown. Cut-off read from the data, not from the text of the source, unless noted: active = activation above about 30%; inactive = the rest.
# Order of results – D2 PAM	D2 agonist	D1 antagonist	D1 agonist	D2 antag	TRHR enhancer	D1 PAM	TRHR agonist	RXFP1 antagonist
O=C(OCC(=O)N1CCCC1)c1cc2c(cc1[N+](=O)[O-])OCCO2
→ 7	1.2	2	2	14	0	-2	0.0	-1
CCOc1ccc(CNc2nc3ccccc3n2CCN2CCOCC2)cc1
→ -19	-0.5	-26	1	-21	0	-18	-0.3	-22
CCOC(=O)C(=O)N1CCN(c2cc3c(cc2[N+](=O)[O-])n(C)c(=O)n3C)CC1
→ -7	0.8	11	2	12	18	-3	0.1	1
O=C(Nc1ccc(N2CCCC2=O)cc1)c1cccc(F)c1
→ 15	-2.0	-1	11	-11	-1	7	0.0	-6
COC(C[C@H]1O[C@H]1[C@H](O)COCc1ccccc1)OC
→ -1	0.2	-11	2	-25	0	-2	0.3	nt
Cc1nnc(NC(=O)c2ccc(Br)cc2)s1
→ -7	-0.6	-5	1	4	-1	1	-0.1	-12
CN(c1ccc(O)cc1)c1nc(-c2cccnc2)cs1
→ -3	-1.8	1	5	8	2	-4	-0.3	4
O=C(c1ccc2c(c1)CCN2S(=O)(=O)c1ccccc1)N1CCN(c2cccc(Cl)c2)CC1
→ 2	1.1	5	6	nt	-9	-2	2.9	-9
CCOC(=O)N1CCC(n2c(SCC(=O)Nc3ccccc3OC)nc3ccccc3c2=O)CC1
→ 0	0.4	9	2	7	-4	1	-0.9	9
O=C(CSCc1cccc(Br)c1)N=Nc1c(O)[nH]c2ccccc12
→ 14	0.2	-2	1	-17	-3	-1	0.7	-5
COc1ccc(CN(Cc2cccn2C)S(=O)(=O)c2cccc(C(F)(F)F)c2)cc1
→ 8	1.3	-17	15	-6	-1	-11	1.4	nt
CCOCCc1nnc(NC(=O)C(=O)c2cc(C)n(-c3ccc(C)cc3C)c2C)s1
→ -19	-1.1	5	-2	nt	1	4	-1.0	-13
CCC1=C(OC(=O)N(CC)CC)N2C(=O)OC(=NCC(=O)OC)[C@]2(Cc2ccccc2)[C@H]2C1=CC[C@H]1C(=O)NC(=O)[C@H]12
→ -1	0.5	9	4	53*	-7	0	0.0	nt
COc1ccccc1CC(=O)N1CCN(c2ccccc2)CC1
→ 3	1.1	3	0	1	-2	-4	-0.2	11
Cc1cccc(-n2nnc(-c3nc(-c4ccccc4)no3)c2N)c1C
→ 14	-0.2	-5	4	nt	-4	-2	0.1	2
CCOC(=O)c1nnc2cc(C)nn2c1C
→ -6	nt	-1	0	nt	4	-5	0.2	2
Cc1ccc2[nH]c(=O)c(CN(CC3CCCO3)S(=O)(=O)c3cccc4nsnc34)cc2c1 (configuration not stated)
→ 5	1.7	4	2	-5	-1	4	0.1	-1
COc1ccccc1-c1oc2ccccc2c1C#CCCCCO
→ -12	5.2	nt	-1	14	2	-2	0.4	nt
CCCCCCNC(=O)c1cccc(-c2ccc(C)c3ccccc23)n1
→ 0	-1.0	21	25	3	4	-2	-0.7	nt
COc1cccc(NC(=O)NCc2ccc3c(c2)CCN3C(=O)c2ccccc2)c1
→ 4	0.8	-10	1	nt	-2	-1	-0.4	3
COc1ccc(-c2c(C)c3ccc(O)c(CN4CCCCC4C)c3oc2=O)cc1OC (configuration not stated)
→ -3	5.7	-9	0	nt	1	-1	-0.7	-2
COc1ccc(CCNC(=O)C(=O)NCCOc2ccccc2Cl)cc1OC
→ 5	-0.2	9	1	-4	1	1	-0.5	-3
Clc1ccc2nc(NC3=NCN(CCN4CCOCC4)CN3)nc(-c3ccccc3)c2c1
→ -4	-0.9	1	0	-5	3	0	0.5	nt
O=C(COC(=O)c1ccc(CSc2ccc(Cl)cc2)cc1)Nc1ccccc1
→ -7	1.7	23	21	-3	-1	-1	4.4	5
Cc1nc2nc(NC(=O)c3ccco3)[nH]n2c(=O)c1C
→ 2	0.1	4	4	-2	14	8	0.2	5
O=C(COC(=O)c1cccc(S(=O)(=O)N2CCCC2)c1)NCc1ccccc1
→ -12	-0.1	-16	2	13	-5	-12	0.2	-16
Cc1ccccc1C1CC(c2cccs2)=NN1S(C)(=O)=O (configuration not stated)
→ 4	0.3	-3	1	25	-4	0	-0.9	12
S=C(NCc1ccccc1)NCc1ccc2c(c1)OCO2
→ -6	-1.2	7	4	-2	-1	3	-0.7	9
O=C(CCN1C(=O)/C(=C/c2cccs2)SC1=S)Nc1cccc(C(=O)O)c1
→ -1	0.5	-4	3	-2	5	9	4.0	-13
COC(=O)c1nnn(-c2nonc2N)c1CSCCO
→ -7	0.7	-13	1	-17	3	-5	0.0	1

# One compound at a time (already shown). Order of values: D2 PAM | D2 agonist | D1 antagonist | D1 agonist | D2 antag | TRHR enhancer | D1 PAM | TRHR agonist | RXFP1 antagonist
# COC(C[C@H]1O[C@H]1[C@H](O)COCc1ccccc1)OC as listed: -1 | 0.2 | -11 | 2 | -25 | 0 | -2 | 0.3 | nt
# CCOC(=O)c1nnc2cc(C)nn2c1C as listed: -6 | nt | -1 | 0 | nt | 4 | -5 | 0.2 | 2
# O=C(CSCc1cccc(Br)c1)N=Nc1c(O)[nH]c2ccccc12 as listed: 14 | 0.2 | -2 | 1 | -17 | -3 | -1 | 0.7 | -5
# Cc1nc2nc(NC(=O)c3ccco3)[nH]n2c(=O)c1C as listed: 2 | 0.1 | 4 | 4 | -2 | 14 | 8 | 0.2 | 5

# New compounds follow:
# Order of results – D2 PAM	D2 agonist	D1 antagonist	D1 agonist	D2 antag	TRHR enhancer	D1 PAM	TRHR agonist	RXFP1 antagonist
Cc1ccc(NC(=O)C2CCCN(S(=O)(=O)c3ccc4[nH]c(=O)ccc4c3)C2)nc1 (configuration not stated)
→ -4	-0.5	-5	1	-1	-4	0	0.1	22
CCCC(C(=O)NC1CCCC1)N(CC1CCCO1)C(=O)c1snc(C(N)=O)c1N (configuration not stated)
→ 4	-0.1	-8	1	-13	-8	1	0.1	1
CCCC1(c2ccccc2)NC(=O)N(CC(=O)Nc2cc(C)on2)C1=O (configuration not stated)
→ -5	16	-4	7	25	3	2	1.3	-4
CCOC(=O)C1=C(C)NC(=O)CC1c1ccccc1 (configuration not stated)
→ 4	-0.4	0	-1	-1	40*	3	-1.4	2
CCC1(C)Cc2c(sc3[nH]c(=S)[nH]c(=S)c23)CO1 (configuration not stated)
→ 3	0.9	5	3	3	10	-9	0.0	2
COc1ccc(-c2csc(-c3ccc(O)cc3)n2)cc1
→ 11	-5.8	-22	3	-5	3	-20	-3.6	11
O=C(CCc1nc(-c2cccs2)no1)Nc1cccc([N+](=O)[O-])c1
→ 11	-1.0	-34*	15	nt	4	-2	-0.1	-22
CC(C)NC(=O)Cn1ccc2cc(S(=O)(=O)N3CCCCCC3)ccc21
→ -3	0.3	-15	9	nt	-1	1	0.2	-4
CC(C(=O)N1CCc2ccccc21)N1CCN(c2cccc(C(F)(F)F)c2)CC1 (configuration not stated)
→ 19	-1.4	15	2	11	6	-1	-0.8	-16
CCN(CCCNC(=O)CCn1c(=O)[nH]c2ccsc2c1=O)c1ccccc1
→ 10	-0.3	-17	1	1	11	-6	-0.4	1
Cc1nn(Cc2cccc(C(=O)Nc3ccn(Cc4c(F)c(F)cc(F)c4F)n3)c2)c(C)c1[N+](=O)[O-]
→ 0	0.1	-12	0	-27	-5	4	-0.1	2
COc1cc(/C=C(\C#N)C(=O)Nc2cccnc2)ccc1OC(C)C
→ nt	nt	-7	5	nt	0	-7	0.2	-22
CCN(CC)c1ccc(S(=O)(=O)N2CCCCC2)cc1NC(=O)C1CSC2(C)CCC(=O)N12 (configuration not stated)
→ 3	-1.2	6	7	5	-5	nt	0.1	-6
CC1(C)Nc2ccccc2C(=O)N1c1ccccc1
→ 0	1.3	-5	1	-2	-4	12	-0.3	17
O=C(NCc1ccc(F)cc1)c1cccc(S(=O)(=O)N2CCOCC2)c1
→ 4	0.8	-2	1	0	3	-4	1.1	9
COc1ccc(-n2cnc3c(sc4nc(N5CCOCC5)c5c(c43)CCCC5)c2=O)cc1
→ -8	0.1	-1	-2	1	-7	0	0.2	-12
COc1ccccc1N1CCN(C(c2ccc(Cl)cc2)c2nnnn2C(C)(C)C)CC1 (configuration not stated)
→ -5	0.0	8	1	8	25	1	0.4	-8
O=S(=O)(c1ccccc1)c1nc(-c2ccco2)oc1NCc1ccco1
→ nt	-1.8	-1	0	-7	-3	-3	-1.6	-5
CCOc1cc(-c2cc(-c3ccccc3)nc(N)c2C#N)ccc1O
→ -7	-0.3	-22	2	10	-9	-2	0.7	3
Cc1ccccc1CSc1nc2ccsc2c(=O)n1CCC(C)C
→ 4	0.4	3	6	nt	-3	0	0.4	-11
COc1ccc2c(c1)C(C)CC(C)(C)N2C(=O)Nc1ccccc1 (configuration not stated)
→ -3	1.2	5	0	54*	5	6	0.2	-1
CCOC(=O)c1oc2ccccc2c1CSc1nnnn1-c1ccc(OC)cc1
→ -14	0.2	-7	3	11	-5	-3	0.0	5
Cc1c(C)c2ccc(OCC(=O)Nc3ccccn3)c(C)c2oc1=O
→ 0	-0.5	12	3	-7	1	-2	-0.1	-3
CSCCC(NC(=O)c1ccccc1Br)C(=O)NC(C)CCc1ccccc1 (configuration not stated)
→ -1	-1.2	5	12	1	-8	14	-0.8	5
CCCCN1C(=O)C(=O)N(CC(=O)c2ccc3c(c2)OCO3)C1=O
→ -26	0.8	8	2	8	12	1	0.4	-1
CCCCN(Cc1cc2cccc(C)c2[nH]c1=O)S(C)(=O)=O
→ nt	nt	0	2	nt	2	2	-0.4	15
COC(=O)c1ccc(C)c(NS(=O)(=O)c2ccc(NC(C)=O)cc2)c1
→ -10	2.4	-15	2	-6	7	-3	0.1	-2
Cc1oc(-c2cccs2)nc1CN1CCN(C(C)C)C(CCO)C1 (configuration not stated)
→ -4	0.6	-2	1	2	16	3	0.2	-5
O=C(Nc1ccc2c(c1)OCO2)c1cnn2c(C(F)(F)F)cc(-c3ccco3)nc12
→ 10	-1.0	2	-1	-1	1	0	-0.1	-4
C/C(=N\NS(=O)(=O)c1ccccc1)c1ccccc1
→ 10	-0.1	2	1	20	4	0	0.1	?
CCOC(=O)Cn1c(=O)n(Cc2ccc(OC)cc2)c(=O)c2cccnc21
→ 10	0.2	-3	2	-13	-2	-4	0.0	6
CCCC1=[N+](CC(=O)c2ccc(Br)cc2)CCn2cccc21
→ 22	2.4	-1	1	-3	2	-6	0.5	-6
O=C(c1ccccc1)c1ccc(C(=O)N2CCN(c3ccc(F)cc3)CC2)o1
→ -7	-1.2	-19	0	14	-3	-13	-0.3	-23
CN(CC(=O)Nc1ccc(F)cc1)C(=O)c1cccc(S(=O)(=O)N2CCN(c3ccccc3)CC2)c1
→ 8	-0.1	5	0	-6	13	0	-0.1	-14
O=C(NC(=S)N(CCO)Cc1ccccc1)c1cc(Br)ccc1Cl
→ -7	0.2	-4	2	5	-2	2	-3.9	6
CCOc1ccc(NC(=O)CSc2nnc(C)n2C2CC2)cc1S(=O)(=O)N1CCCC1
→ nt	nt	0	3	nt	0	-2	0.0	3

# Assay outcomes as filed in PubChem BioAssay.
